ATG4B inh = ATG4B protease inhibitors, primary screen, biochemical, fluorescence, uHTS; actives 0.51% (n = 340,000); AID 504462, 2011; Cysteine protease ATG4B (Homo sapiens), Q9Y4P1; inhibition, % at 8.33 µM; ATG4B cleavage of LC3-PLA2, NBD-HPC fluorescence, 1 h; in the data active = inhibition above about 40%
Target sequence (Q9Y4P1 whole entry, looked up): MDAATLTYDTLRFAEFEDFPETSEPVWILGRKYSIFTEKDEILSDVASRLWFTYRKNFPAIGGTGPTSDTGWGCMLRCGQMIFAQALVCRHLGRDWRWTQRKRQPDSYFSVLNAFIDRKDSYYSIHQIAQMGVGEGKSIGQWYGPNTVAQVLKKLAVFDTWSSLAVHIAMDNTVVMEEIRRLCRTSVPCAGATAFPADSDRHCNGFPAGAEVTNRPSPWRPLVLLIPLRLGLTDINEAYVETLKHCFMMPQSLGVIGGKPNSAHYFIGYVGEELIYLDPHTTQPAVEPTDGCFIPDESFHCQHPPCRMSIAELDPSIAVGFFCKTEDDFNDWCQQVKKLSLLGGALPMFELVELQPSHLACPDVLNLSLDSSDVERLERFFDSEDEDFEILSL
* = called active by the depositor. Some of the compounds tested (hit frequency here may not be typical).

SMILES	ATG4B inh
CC(C)S(=O)(=O)C1=NSC2=NC(=O)/C(=C\c3ccc(-c4ccccc4)o3)C(=N)N21	59*
CC1CN(Cc2ccccc2)C(=S)NC1=O (stereo not drawn)	-11
O=c1[nH]sc2ccccc12	-4
O=C(COc1ccc(Cl)cc1)N1N=C(c2cccs2)CC1c1ccco1 (stereo not drawn)	1
COc1ccc(-n2ncc3c(N4CCCc5ccccc54)ncnc32)cc1	16
CCN1C[C@@H]2[C@@H]3C(=O)N(C)C(=O)[C@@H]3[C@](C)(C1=O)N2C(=O)c1ccc(Br)cc1	-1
O=c1c2ccccc2sn1-c1nccs1	-5
Cc1ccc(N=Cc2nc(-c3ccc(C)cc3)oc2O)cc1	2
Cn1c(=O)c2[nH]c(N=NN3CCCCC3)nc2n(C)c1=O	-4
CC[C@]12C(=O)N(C)C[C@H]([C@@H]3C(=O)N(Cc4ccccc4)C(=O)[C@@H]31)N2C(=O)c1ccccc1	0
COc1ccc2c(c1)/C(=C\c1cccc(/C=C3/C(=O)Nc4ccc(OC)cc43)n1)C(=O)N2	-4
CCN(C(=O)COC(=O)c1nc(Cl)ccc1Cl)c1c(N)n(Cc2ccccc2)c(=O)[nH]c1=O	-4
CC(C)C(c1nnnn1CCc1ccccc1)N1CCN(C(=O)c2ccco2)CC1 (stereo not drawn)	-6
CN(C)CCCNC(=S)N(CCCN(C)C)Cc1cc2cc3c(cc2[nH]c1=O)OCO3	3
COc1cccc(CNC(=O)c2cccc(S(=O)(=O)N3CCN(Cc4ccccc4)CC3)c2)c1	-3
O=[N+]([O-])c1ccc(C2Nc3cccc4cccc(c34)N2)cc1	-1
O=C(CC(=O)c1ccccc1)Nc1ccc([N+](=O)[O-])cc1	-5
N#CCc1ccnc2ccccc12	0
CCCn1c(N)c(C(=S)NC(=O)C2CC2)c(=O)n(C)c1=O	2
O=C(CCCCCCCC(=O)N1CCCCCC1)N1CCCCCC1	-4
O=C(O)c1cc(-c2ccco2)nn1-c1ccc(Cl)cc1	43*
COc1cc2c3nnc(-c4ccc(F)cc4)c-3cn(Cc3ccccc3F)c2cc1OC	1
CC(=O)c1ccc(Nc2nc(-c3ccccc3)nc3ccccc23)cc1	2
CC(C)CC(C(=O)Oc1ccc2c3c(c(=O)oc2c1)CCC3)N1C(=O)c2ccccc2C1=O (stereo not drawn)	1
COc1cc(C2c3[nH]c4ccccc4c3CC3COC(=O)N32)cc(OC)c1O (stereo not drawn)	6
O=C(Nc1ccccc1C(=O)O)c1ncn[nH]1	-1
CC(=O)c1ccc(NC(=O)CCc2c(C)nc3ncnn3c2C)cc1	-5
O=C(/C=C/c1ccccc1O)c1ccccc1	4
CCCN(CC(=O)Nc1ccccc1C)C(=O)C1CCN(S(=O)(=O)c2ccc3c(c2)OCCO3)CC1	-5
CC12CCC(C(NC(=S)NN)C1=O)C2(C)C (stereo not drawn)	8
CC(OC(=O)CSCC(=O)Nc1ccc(Cl)cc1)C(=O)N(C)Cc1ccccc1 (stereo not drawn)	-10
O=c1/c(=C\c2cccnc2)sc2nc3ccccc3n12	6
O=C(Nc1ccccc1OC(=O)c1ccccc1)c1ccccc1	-23
O=C(Cc1ccccc1)Nc1cccc(N2C(=O)C=CC2=O)c1	-3
CC(C)=CCC/C(C)=C/C(N)=O	0
CC(=O)NC1CC2CCCC(C1)N2C(=O)Nc1ccccc1C (stereo not drawn)	0
COc1cccc2c3cccc(OC)c3c3[nH]cnc3c12	-11
CN(C(=O)c1ccc(NC(=O)Cc2ccc(NC(=O)C3CCCN(S(=O)(=O)c4cccc([N+](=O)[O-])c4)C3)cc2)cc1)C1CCCC1 (stereo not drawn)	-10
CN1C(=O)S/C(=C/c2cccn2-c2cccc(C(=O)O)c2)C1=O	6
N#C/C(=C\c1ccc(-c2ccc(C(=O)O)cc2)o1)C(=O)Nc1ccc(F)cc1	1
CCn1c2ccccc2c2nnc(SCN3C(=O)c4ccccc4C3=O)nc21	5
CCN(C(=O)COC(=O)C12CC3CC(CC(O)(C3)C1)C2)c1c(N)n(Cc2ccccc2)c(=O)[nH]c1=O	-9
CN(C(=O)c1cccc(NC(=O)Cc2ccc(NC(=O)C3CCN(C(=O)CCc4ccccc4)CC3)cc2)c1)C1CCCCC1	-8
N#C/C(=C/c1ccc(N2CCCCC2)o1)C(=O)Nc1ccc2ccccc2c1	-10
N#Cc1sc2nc(-c3ccccc3)cc(C(F)(F)F)c2c1N	11
CC(=O)c1ccc(N(C(=O)Cn2nnc3ccccc32)C(C(=O)NC2CCCCC2)c2cn(C)nc2C)cc1 (stereo not drawn)	-9
CCC(=O)N1CCN(c2ccc(NC(=O)c3ccc([N+](=O)[O-])o3)cc2Cl)CC1	-10
COC1=CC(=O)C(OC)=C(OC)C1=O	-2
CCN(C(C)=O)c1nnc(CSc2nc3ccccc3s2)s1	0
O=c1cc(CCc2ccccc2)oc2cccc(O)c12	-11
CC(NS(=O)(=O)c1ccc(OCC(=O)Nc2cccc([N+](=O)[O-])c2)cc1)c1ccccc1 (stereo not drawn)	6
CC(=O)c1ccc(NC(=O)C(C)OC(=O)c2ccc(NS(=O)(=O)c3ccc4[nH]c(=O)[nH]c4c3)cc2)cc1 (stereo not drawn)	-6
Nc1cc2c3ccccc3ccc2c2ccccc12	-17
COc1ccc2c(c1)OC[C@H]1[C@H]2N2C(=O)c3ccc(F)cc3NC(=O)[C@@]2(C)[C@H]1c1ccccc1	4
Fc1cccc(Cl)c1CN1CCN(c2nc3ccccc3s2)CC1	-3
Cc1cc(CCNC=O)c(C)c2c1oc1ccccc12	-6
COc1ccc(CCNC(=O)COc2cc(C)cc3oc(=O)c(C)c(C)c23)cc1OC	-18
O=C(c1ccc(S(=O)(=O)N2CCCCC2)cc1)c1nnc(-c2ccc(Cl)cc2)o1	-2
COC(=O)[C@@]1(Cc2ccccc2)[C@H]2C(=O)N(Cc3ccccc3)C(=O)[C@H]2[C@H]2CN(C)C(=NCc3ccccc3)N21	3
O=[N+]([O-])c1ccc(Cl)c(/C=N/N2CCN(C3c4ccccc4-c4ccccc43)CC2)c1	-2

More structures follow:
SMILES	ATG4B inh
O=C(c1cccnc1)N(Cc1ccccc1)C(=O)c1cccnc1	-9
C=C1CC[C@@H]2[C@](C)(CO)[C@H](O)CC[C@@]2(C)[C@@H]1C/C=C1/C(=O)OCC1O (stereo partly drawn)	-5
CCC1([N+](=O)[O-])COC(c2ccc(OC)cc2)OC1 (stereo not drawn)	2
COc1cc(/C=N/NC(=O)C(Cc2c[nH]c3ccccc23)NC(=O)OCc2ccccc2)cc([N+](=O)[O-])c1O (stereo not drawn)	18
COc1ccc(C2OCC(C)(C)CO2)cc1OC	-1
Nc1cc(OCc2ccccc2)ccc1OCc1ccccc1	1
Cc1ccccc1-c1cccc([C@@H]2C[C@H]3[C@H](CON3C)CN2S(=O)(=O)c2ccccc2C)c1	1
CCCn1c(C)nc2c(c1=O)c1nc3ccccc3nc1n2-c1ccccc1	5
COc1ccc(C(=O)Nc2ccccc2C(=O)NCCCn2ccnc2)cc1	-7
CC(C)[Si]1(C(C)C)OCC2OC(n3cnc4c(N)ncnc43)C(N)C2O[Si](C(C)C)(C(C)C)O1 (stereo not drawn)	-3
O=C(Nc1ccncc1)C1CC(=O)N(Cc2ccccc2)C1 (stereo not drawn)	-3
Cn1nc(C#N)c(=O)[nH]c1=O	-2
CCOc1ccccc1C(=O)Nc1ccsc1C(=O)OC	2
COC(=O)C=C1CCC2C3CCC4=CC(=O)CCC4(C)C3C(=O)CC12C (stereo not drawn)	-13
CCOC(=O)C1=CN(C(C)C)CCC1=O	4
O=c1c2ccccc2c(-c2ccccc2)nn1-c1ccc(Cl)c(Cl)c1	2
O=C(c1cn(-c2ccccc2)nc1-c1cccnc1)N1CCN(S(=O)(=O)c2ccc(Cl)cc2)CC1	-2
C=CC1=CCN(S(=O)C(C)(C)C)[C@@H]1CCO (stereo partly drawn)	4
COc1ccc([C@@H]2[C@H]3CN(C(C)=O)CC=C3C(C#N)=C(N)C2(C#N)C#N)c2ccccc12	-6
N#Cc1ccccc1OCC(=O)Nc1cc(S(=O)(=O)N2CCCCC2)ccc1N1CCOCC1	16
CN(C(=O)c1cccc(NC(=O)Cc2ccc(NC(=O)C3CCN(C(=O)C4CC4)CC3)cc2)c1)C1CCC1	-8
O=S(=O)(CS(=O)(=O)c1ccccc1)c1ccccc1	0
CCOc1ccc2[nH]c(=O)c(CN(Cc3ccco3)C(=O)c3ccc(Br)cc3)cc2c1	2
CCCCC1(CC)COC(c2ccccc2)OC1 (stereo not drawn)	-6
c1ccc(CC2CCN(c3ncnc4sccc34)CC2)cc1	-6
CC(=O)NC1C(=O)N(CCN2CCOCC2)c2ccc(Cl)cc21 (stereo not drawn)	5
CC(=O)c1ccc(OCC(=O)NCCC2=CCCCC2)cc1	1
CCOC(=O)C1=C(O)c2ccccc2C(=O)/C1=C\c1ccc(CC)cc1	5
CCOc1ccccc1C=NNc1ccc([N+](=O)[O-])cn1	-9
CS(=O)(=O)N1CCN(c2ccc(NC(=O)c3ccc([N+](=O)[O-])o3)cc2)CC1	-2
CCc1ccc(C2CC(c3ccc(C)cc3)n3nc(N)nc3N2)cc1 (stereo not drawn)	1
CSC(=S)NN=C(C)c1cccc(C)n1	-2
O=[N+]([O-])c1cccc(C([O-])=C(C(=S)Nc2cccc3ccccc23)[n+]2ccccc2)c1	-12
CCOP(=O)(C1=C(O)C(=O)C(C(C)(C)C)=CC1=O)c1ccccc1 (stereo not drawn)	0
CC(=O)N1CCN(c2c(F)c(F)c(C(F)(F)F)c(F)c2F)CC1	5
O=C1C(c2ccccc2)C2C=CC(C2)N1O (stereo not drawn)	10
C=CCSc1nc(-c2ccc(OC)cc2)c(C#N)c(=O)n1CC=C	-3
O=C(O)c1cccc(N/N=C/c2cccnc2)c1	3
CN(C)c1ncnc2[nH]ncc12	-1
O=C(NC(=S)Nc1nc2c(s1)CCCC2)c1ccccc1	39
Nc1ccc2nc(N)sc2c1	3
COCCn1nnnc1CN(CCCN1CCOCC1)Cc1cc2c(C)ccc(C)c2[nH]c1=O	-6
CN(C)c1ccc(C=NN2CCCCCC2)cc1	0
COc1cc(C(C)=O)cc(OC)c1O	5
CC(C)N1CCSC1=S	-2
CC(=O)C1CCC2C3CC=C4N(C)C(=O)CCC4(C)C3CCC12C (stereo not drawn)	-1
NC(=O)C(C1=CCCCC1)c1ccccc1 (stereo not drawn)	0
CC(C)c1ccc(S(=O)(=O)N2CCN(CCC(=O)Nc3ccc(N(C)C)cc3)CC2)cc1	-3

A different layout for some results above.
ATG4B inh | SMILES
5 | CCCn1c(C)nc2c(c1=O)c1nc3ccccc3nc1n2-c1ccccc1
-7 | COc1ccc(C(=O)Nc2ccccc2C(=O)NCCCn2ccnc2)cc1
-3 | CC(C)[Si]1(C(C)C)OCC2OC(n3cnc4c(N)ncnc43)C(N)C2O[Si](C(C)C)(C(C)C)O1 (stereo not drawn)
-3 | O=C(Nc1ccncc1)C1CC(=O)N(Cc2ccccc2)C1 (stereo not drawn)
-2 | Cn1nc(C#N)c(=O)[nH]c1=O
2 | CCOc1ccccc1C(=O)Nc1ccsc1C(=O)OC
-13 | COC(=O)C=C1CCC2C3CCC4=CC(=O)CCC4(C)C3C(=O)CC12C (stereo not drawn)
4 | CCOC(=O)C1=CN(C(C)C)CCC1=O
2 | O=c1c2ccccc2c(-c2ccccc2)nn1-c1ccc(Cl)c(Cl)c1
-2 | O=C(c1cn(-c2ccccc2)nc1-c1cccnc1)N1CCN(S(=O)(=O)c2ccc(Cl)cc2)CC1
4 | C=CC1=CCN(S(=O)C(C)(C)C)[C@@H]1CCO (stereo partly drawn)
-6 | COc1ccc([C@@H]2[C@H]3CN(C(C)=O)CC=C3C(C#N)=C(N)C2(C#N)C#N)c2ccccc12
16 | N#Cc1ccccc1OCC(=O)Nc1cc(S(=O)(=O)N2CCCCC2)ccc1N1CCOCC1
-8 | CN(C(=O)c1cccc(NC(=O)Cc2ccc(NC(=O)C3CCN(C(=O)C4CC4)CC3)cc2)c1)C1CCC1
0 | O=S(=O)(CS(=O)(=O)c1ccccc1)c1ccccc1
2 | CCOc1ccc2[nH]c(=O)c(CN(Cc3ccco3)C(=O)c3ccc(Br)cc3)cc2c1
-6 | CCCCC1(CC)COC(c2ccccc2)OC1 (stereo not drawn)
-6 | c1ccc(CC2CCN(c3ncnc4sccc34)CC2)cc1
5 | CC(=O)NC1C(=O)N(CCN2CCOCC2)c2ccc(Cl)cc21 (stereo not drawn)

Remaining list, next part
SMILES	ATG4B inh
Cc1ccc(NC(=O)c2cc(N3C(=O)C=CC3=O)ccc2N2CCOCC2)cc1Cl	-9
C(=NN1CCCCCC1)c1cccc2ccccc12	-1
CC[C@]12C(=O)N(C)C[C@H]([C@@H]3C(=O)N(C)C(=O)[C@@H]31)N2C(=O)c1ccc(F)cc1	-5
c1ccc(Cc2nc3ccccc3s2)cc1	4
CCCc1nnc(NC(=O)C(=O)NCCN(CC)CC)s1	10
O=C(CSc1nc2ccccc2n1CCc1ccccc1)c1ccc(O)c(O)c1	7
O=C(O)c1cc(-c2ccc(-c3c(-c4ccc5c(c4)OCO5)noc3-c3ccsc3)cc2)nc2ccccc12	62*
O=C(CS)Nc1ccc2ccccc2c1	5
Cc1ccc2[nH]c(O)c(N=Nc3ccccc3[N+](=O)[O-])c2c1	2
O=C(Nc1nc(=S)ss1)c1ccc(Cl)cc1Cl	18
Cc1ccc(NC(=O)Nc2cccnc2)cc1Cl	-4
CCCCNC(=O)C1(N2C(=O)c3ccccc3C2=O)CCCC1	-5
Cc1nc(NCc2ccco2)c2cn[nH]c2n1	-2
CCC1(CC)NC(=S)NC1=S	1
C=CC(=O)Nc1cccc(Nc2nc(N[C@H]3CC[C@H](N(C)C)CC3)nc3c2ncn3C(C)C)c1	-1
CC(=O)[C@H]1CC[C@H]2[C@@H]3CC=C4C[C@@H](OS(=O)(=O)O)CC[C@]4(C)[C@H]3CC[C@]12C	-7
CCC(=O)c1ccc(OCc2cn(CC(=O)c3ccc(O)cc3)nn2)cc1	1
NS(=O)(=O)c1ccc(CNC(=S)Nc2cc(S(=O)(=O)N3CCOCC3)ccc2Cl)cc1	-1
CC(C)N1C(=O)/C(=C\c2nc3ccccc3c(=O)n2-c2ccccc2)c2ccccc21	-1
CC(=O)C1CCC2C(CCC3=CC(=O)CCC32)C1 (stereo not drawn)	0
O=C(O)c1cccc(NC(=S)N/N=C/c2ccccc2OCc2cccc(Br)c2)c1	47*
Nc1ccc(S(=O)(=O)NN=Cc2ccccc2[N+](=O)[O-])cc1	-5

Screens deposited in PubChem by Sanford-Burnham Center for Chemical Genomics.
